RAD54 branch – RAD54 (human) branch migration inhibition. RAD54 Holliday junction branch migration, FAM/BHQ fluorescence. 360,000 tested, 0.14% active. AID 602329. inhibition, % at 10.4 µM;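 active = mean normalized replicate activity at least 40 and at least half of replicates scoring 40 or more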;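 note: 0% = median of neutral control wells and 100% = median of positive control wells; inhibitors cause a drop in the FAM fluorescence signal; in these data hits start at about 50%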
S100A4 inh HTS – blocks human S100A4 binding to myosin IIA peptide. P26447. 360,000 tested, 0.14% active. inhibition, % at 10.7 µM. AID 652163. S100A4/TAMRA-MyoIIA peptide fluorescence polarization;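 active = mean inhibition of at least 70% across replicates, with every replicate also reaching that level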
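Test system: S100A4 monomer protein; Medium: HEPES pH 7.2 with CaCl2, KCl, NaCl, DTT, Triton; Probe or stimulus: TAMRA-labelled myosin IIA heavy-chain peptide probe, 5 nM; Doses: one dose per compound; Times: polarization read 5 min after assay mix addition, stable 5–60 min; Benchmarks: neutral control DMSO, positive control TFP.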
ERp5 block – ERp5 (human) disulfide isomerase inhibition; ERp5 insulin aggregation, absorbance 650 nm, 90 min; Q15084; 350,000 tested, 0.05% active; AID 651711; inhibition, % at 9.99 µM;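 active = mean replicate inhibition above about 25%, with every replicate also reaching it, limit read from the data, passing the limit was not always enough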
RAD52 inh – inhibitors of human RAD52 DNA annealing; recombinant RAD52 DNA annealing, FRET fluorescence; AID 651710; 360,000 tested, 0.46% active; inhibition, % at 18.7 µM;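 active = every replicate showing at least 50% inhibition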
Target sequence (P43351 whole entry, looked up): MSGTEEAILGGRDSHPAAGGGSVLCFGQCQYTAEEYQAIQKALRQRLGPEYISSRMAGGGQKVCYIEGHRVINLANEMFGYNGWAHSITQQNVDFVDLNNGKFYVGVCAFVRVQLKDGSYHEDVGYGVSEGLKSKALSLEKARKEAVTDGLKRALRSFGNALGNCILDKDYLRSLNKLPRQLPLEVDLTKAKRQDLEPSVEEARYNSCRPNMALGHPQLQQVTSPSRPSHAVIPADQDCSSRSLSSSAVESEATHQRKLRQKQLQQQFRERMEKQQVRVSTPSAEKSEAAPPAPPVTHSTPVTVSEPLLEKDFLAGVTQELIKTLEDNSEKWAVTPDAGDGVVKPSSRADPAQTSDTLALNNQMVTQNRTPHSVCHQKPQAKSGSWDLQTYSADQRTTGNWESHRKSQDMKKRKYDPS
E-selectin induc – E-selectin induction on HUVECs; HUVEC E-selectin immunofluorescence imaging; normalized: neutral wells 0, TNF-alpha wells 100; activation, % at 7.58 µM; 260,000 tested, 0.37% active;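 active = mean E-selectin-positive cell signal at least 10% of the positive control, reached in at least 60% of replicates, without over 20% cell loss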;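 note: in these data hits start at about 27%; measured in HUVEC primary endothelial cells; signal is the percent of cells scored E-selectin positive by PE staining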
Target sequence (P16581 whole entry, looked up): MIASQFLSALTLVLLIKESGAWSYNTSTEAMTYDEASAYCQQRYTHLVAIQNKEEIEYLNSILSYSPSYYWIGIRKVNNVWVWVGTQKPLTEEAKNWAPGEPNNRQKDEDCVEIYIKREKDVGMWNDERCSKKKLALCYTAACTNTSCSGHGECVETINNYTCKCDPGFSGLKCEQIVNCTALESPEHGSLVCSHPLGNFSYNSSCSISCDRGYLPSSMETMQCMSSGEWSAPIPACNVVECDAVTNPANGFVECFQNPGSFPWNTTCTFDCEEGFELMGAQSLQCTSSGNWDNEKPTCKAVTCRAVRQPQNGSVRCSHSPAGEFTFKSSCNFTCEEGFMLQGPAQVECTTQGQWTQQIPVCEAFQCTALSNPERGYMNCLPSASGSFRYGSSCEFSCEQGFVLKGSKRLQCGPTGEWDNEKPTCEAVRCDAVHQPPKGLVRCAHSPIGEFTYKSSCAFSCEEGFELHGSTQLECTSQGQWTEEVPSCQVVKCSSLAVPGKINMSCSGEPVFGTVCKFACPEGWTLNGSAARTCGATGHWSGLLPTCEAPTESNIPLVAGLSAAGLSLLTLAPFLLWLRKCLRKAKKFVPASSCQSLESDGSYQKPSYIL
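material = human umbilical vein endothelial cells (HUVEC), E-selectin induction | quantity = 3,000 cells/well | medium = EGM-2 growth medium on 0.1% gelatin-coated wells | technique = immunofluorescence imaging | read-out basis = % PE-positive cells | control set = TNF-alpha positive control, DMSO neutral control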
ERAP1 inh – blocks human ERAP1 aminopeptidase activity. recombinant ERAP1, Leu-AMC fluorescence, 60 min. inhibition, % at 10.7 µM. 340,000 tested, 0.15% active. AID 652197;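 active = mean replicate inhibition of at least 30%, or all replicates individually reaching that 30% level; inactive = mean below 30% and not every replicate reaching it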;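 note: 0% = neutral control wells and 100% = L-leucinethiol positive control wells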
esBAF inh – SWI/SNF esBAF complex inhibition. mouse ES cells, Bmi1-luciferase knock-in reporter, 24 h; 100% = twice the neutral-well signal. reporter increase, % at 12.5 µM. 350,000 tested, 2% active; in the data active = activation above about 40%;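 note: 0% = median of the plate's neutral control wells and 100% = double that signal; a rise in the Bmi1 reporter signal indicates esBAF inhibition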
Xi reactivation – X-chromosome reactivation activator; XiGFP mouse fibroblasts, % GFP-positive cells imaging, 3 d; cells co-treated with 5-aza-dC sensitizer; scaled so ellipticine positive control = 100%; activation, % at 7.58 µM; 360,000 tested, 0.055% active;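 active = mean normalized replicate activation at least 10% and every replicate at or above 10%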;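 note: 0% = median of on-plate neutral control wells and 100% = ellipticine 6 µM median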
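Material: XiGFP fibroblasts, SV40-immortalized; Buffer or medium: DMEM containing 5-aza-dC; Compound dosing: single point; Times: 3 days compound exposure.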
An asterisk follows results filed as active; / = not tested or not shown.

SMILES | RAD54 branch | S100A4 inh HTS | ERp5 block | RAD52 inh | E-selectin induc | ERAP1 inh | esBAF inh | Xi reactivation
O=C(NCc1ccccc1)C1CCCN1S(=O)(=O)c1ccc(F)cc1 (stereo unspecified) | 1 | 1 | -2 | 11 | / | -2 | -3 | 0.0
C[C@H]1CCCCO[C@@H](CN(C)C(=O)C2CCCCC2)[C@@H](C)CN([C@@H](C)CO)C(=O)c2cc(NS(=O)(=O)c3cn(C)cn3)ccc2O1 | -5 | 1 | -4 | -3 | -0.1 | 1 | 2 | 0.1
CN(C)CCN(Cc1cc2cc3c(cc2[nH]c1=O)OCCO3)C(=S)NCC1CCCO1 (stereo unspecified) | / | -6 | -2 | -23 | / | 2 | / | -0.1
O=C(Nc1cccc(F)c1)Nc1c[nH]c(=O)[nH]c1=O | -11 | 13 | 3 | -4 | 0.0 | -1 | 5 | -0.1
COc1ccc(CN2CCNC(=O)C2CC(=O)NCCSc2nccn2C)c(OC)c1 (stereo unspecified) | 0 | 0 | -1 | -21 | / | 0 | 0 | -0.1
O=C(C[C@H]1C[C@@H]2c3cc(NS(=O)(=O)c4ccc(F)cc4)ccc3O[C@@H]2[C@@H](CO)O1)N1CCCCC1 | 6 | 5 | 6 | -11 | 0.7 | 0 | 10 | 0.2
Cc1[nH]c(C)c(S(=O)(=O)Nc2cccc(Cl)c2C)c1C(=O)N1CCCCC1 | -1 | -3 | -2 | -7 | / | -5 | 1 | 0.2
Cc1ccc(C(=O)NNC(=O)CCN2C(=O)C3CCCCC3C2=O)cc1 (stereo unspecified) | / | -1 | 8 | 1 | / | 2 | / | 0.0
O=C(O)c1ccc(CN(Cc2ccccc2)S(=O)(=O)c2ccc(Cl)cc2)cc1 | / | -2 | 1 | -14 | / | -1 | -1 | 0.3
CN1C(=O)c2cc(NC(=O)c3ccc(C(F)(F)F)cc3)ccc2OC[C@@H]2O[C@H](CC(=O)NC3Cc4ccccc4C3)CC[C@H]21 | -1 | 2 | 3 | 2 | 0.3 | -1 | 11 | 0.1
O=C(O)C[C@H]1C=C[C@@H](NC(=O)Nc2ccccc2)[C@@H](CO)O1 | 6 | -6 | -2 | 3 | 0.4 | 2 | 4 | 0.0
O=c1c2[nH]c3ccccc3c2ncn1CCC1=CCCCC1 | 1 | -7 | / | / | 1.5 | / | -1 | /
Cc1ccc(S(=O)(=O)N(C)C(=O)NC(=O)NS(=O)(=O)c2ccccc2)cc1 | -1 | -7 | 2 | 1 | / | -4 | -8 | 0.7
CC(NC(=O)c1ccccc1)c1nnc(SCC(=O)NC2CCCC2)n1C (stereo unspecified) | -9 | 4 | 1 | -8 | 0.9 | 4 | 2 | 0.0
O=C(C[C@@H]1CC[C@H]2[C@@H](COC[C@H](O)CN2Cc2ccc(Cl)cc2)O1)NCc1cccc(F)c1 | -6 | -2 | 4 | -7 | 0.1 | 3 | -6 | 0.3
COc1cccc(C#Cc2ccc([C@@H]3[C@H](C#N)N(C(=O)c4ccccn4)[C@H]3CO)cc2)c1 | 2 | -14 | 0 | 1 | -0.1 | -2 | 21 | -0.1
CCCCN(CC)Cc1ccc(CNC(=S)Nc2c(C)cc(C)cc2C)o1 | / | 1 | 2 | -17 | 0.0 | -2 | / | 0.1
C/C=C/c1ccc2c(c1)O[C@@H](CN(C)C(=O)c1ccncc1)[C@H](C)CN([C@@H](C)CO)S2(=O)=O | 1 | 4 | -6 | -4 | 0.7 | 4 | 4 | 0.6
COc1ccc(CCNc2nc3ccccc3n3nnnc23)cc1OC | -13 | 1 | 2 | -137 | 0.7 | / | 26 | 0.1
CCc1cc2cc3c(cc2nc1SCC(=O)Nc1nnc(C)s1)OCCO3 | 1 | -4 | 7 | -18 | / | -5 | -4 | /
O=C(NCC[C@@H]1CC[C@@H](NC(=O)C2CCOCC2)[C@H](CO)O1)c1cc(Cl)cc(Cl)c1 | 3 | 9 | 7 | -9 | -0.2 | 1 | -3 | 0.7
Cn1cc(Br)c(C(=O)NNC(=O)Nc2ccccc2C(F)(F)F)n1 | / | -4 | 1 | -33 | -3.1 | -1 | / | 0.3
O=C(Nc1ncnc2c1C(c1ccccc1)c1c(ccc3ccccc13)O2)c1ccccc1 (stereo unspecified) | -2 | 7 | -1 | 2 | 0.8 | / | -28 | -0.3
CC(C)N1CCCC(C)(C(=O)Nc2nc3ccccc3[nH]2)C1 (stereo unspecified) | 9 | -6 | 2 | -7 | -0.2 | -1 | -3 | -0.1
COc1ccc(C#Cc2ccc([C@@H]3[C@H]4CN(C(=O)c5ccncc5)CC(=O)N4[C@H]3CO)cc2)cc1 | / | -2 | 9 | -2 | 0.3 | 3 | / | 0.3
O=S(=O)(NCC(c1ccc2c(c1)OCO2)N1CCOCC1)c1ccc(Cl)cc1 (stereo unspecified) | 7 | 0 | 8 | -7 | 0.6 | -6 | -3 | 0.1
CC(=O)c1c(CSc2ccccc2)oc2ccc(O)c(CN(C)C)c12 | -7 | -4 | -3 | 19 | / | 0 | 7 | -0.1
Clc1ccc(-c2nnc(-c3cccnc3)o2)cc1 | 4 | 0 | 2 | -10 | 0.4 | -6 | 47* | 0.0
COc1ccc(NC(=O)N2CC[C@@H]3[C@@H](CO)N(C)c4ccc(-c5ccccc5F)cc4[C@@H]32)cc1 | 4 | 1 | 0 | -27 | -0.1 | -1 | 4 | 0.3
CN(NC1OC(=O)c2ccccc21)c1ccc(C(F)(F)F)cc1[N+](=O)[O-] (stereo unspecified) | 2 | -5 | -6 | -19 | 0.2 | 2 | / | 0.2
COC(=O)N/N=C/c1cccc(OC(=O)c2ccc3c(c2)OCO3)c1 | 1 | 0 | 3 | -9 | -0.4 | / | 5 | 0.0
CCN(Cc1cc(=O)n2ccsc2n1)Cc1nc2cc(OC)c(OC)cc2c(=O)[nH]1 | 0 | 3 | 2 | -17 | 0.0 | / | 1 | -0.1
CC(=O)Nc1ccc(-c2csc(NC(=O)C3=COCCO3)n2)cc1 | / | -7 | 11 | -4 | 6.5 | 3 | / | 0.0
CCC(C(=O)NCc1ccc(F)cc1)n1nc(C)n2c(cc3occc32)c1=O (stereo unspecified) | 3 | 0 | 2 | -19 | / | -2 | 5 | 0.0
C[C@H](CO)N1C[C@H](C)[C@@H](CN(C)S(=O)(=O)c2ccc(F)cc2)Oc2ncc(C#CC3(O)CCCC3)cc2C1=O | -9 | -17 | 3 | 7 | 0.2 | 1 | 6 | -1.1
COc1ccc(-c2nnc(N3CCOCC3)c3ccccc23)cc1 | 2 | -1 | 0 | 7 | 0.4 | -1 | -4 | 0.2
COc1ccc(NC(=O)NCc2ccncc2)cc1 | 1 | 0 | 9 | -8 | / | 2 | -8 | /
CCCC1(c2ccccc2)NC(=O)N(C/C=C/Cl)C1=O (stereo unspecified) | -1 | 0 | 4 | -9 | / | -3 | -4 | 0.1
CCC(=O)N1CCCCN2[C@@H](CO)[C@H](c3ccc(-c4cccnc4)cc3)[C@@H]2C1 | -1 | 1 | -2 | 1 | 0.1 | 0 | 0 | 0.0
CC1=C(C(=O)N2CCCCCC2)CC(CC(=O)NCCCN(C)C)C(=O)N1Cc1ccccc1 (stereo unspecified) | 3 | 1 | 0 | -12 | -0.1 | -4 | -4 | 0.0
Cc1ccccc1NC(=O)COC(=O)c1cc[n+]([O-])cc1 | -2 | 8 | -2 | -13 | / | 8 | / | -0.1
COc1ccc(C2NC(=O)CCC2[N+](=O)[O-])cc1OC (stereo unspecified) | -3 | 0 | -1 | -7 | / | 1 | -4 | 0.1
O=C(C[C@@H]1CC[C@@H]2[C@H](COC[C@H](O)CN2S(=O)(=O)c2cccc(Cl)c2)O1)NC1CCC1 | 1 | -1 | 0 | 12 | 0.0 | -2 | -3 | 0.2
O=P(C(=NCCO)NO)(N1CCOCC1)N1CCOCC1 | 7 | -2 | -7 | 2 | / | 0 | -8 | 0.1
C/C=C/c1ccc([C@H]2[C@@H](CN(C)C(=O)CC)N(C(=O)NC(C)C)[C@H]2CO)cc1 | -8 | -1 | 1 | 0 | 0.7 | 2 | -1 | 0.1

Part of the list above with just ERp5 block and ERAP1 inh:
| SMILES | ERp5 block | ERAP1 inh |
| --- | --- | --- |
| Cc1ccccc1NC(=O)COC(=O)c1cc[n+]([O-])cc1 | -2 | 8 |
| CCN(Cc1cc(=O)n2ccsc2n1)Cc1nc2cc(OC)c(OC)cc2c(=O)[nH]1 | 2 | / |

(list continues)
SMILES | RAD54 branch | S100A4 inh HTS | ERp5 block | RAD52 inh | E-selectin induc | ERAP1 inh | esBAF inh | Xi reactivation
Cc1ccc(/C=N/NC(=O)c2cccc([N+](=O)[O-])c2)o1 | -2 | 3 | 6 | -12 | / | -2 | / | 0.0
O=C(OCc1cnc(Cl)s1)c1c(F)cccc1F | / | -6 | -1 | -9 | 2.1 | 3 | / | 0.3
COc1ccc(NC(=O)Nc2ccc3c(c2)C(=O)N([C@@H](C)CO)C[C@@H](C)[C@@H](CN(C)S(=O)(=O)c2ccc(OC)cc2)OCCCC[C@H](C)O3)cc1 | -20 | / | / | / | 0.1 | / | -7 | 0.6
Cc1ccc(-c2cc(C(=O)Nc3ccc(S(=O)(=O)Nc4ncccn4)cc3)[nH]n2)c(O)c1C | 1 | -2 | 6 | -12 | 2.5 | 1 | 10 | -0.1
Cc1ccc(CN2CC(=O)N3[C@@H](CO)[C@H](c4ccc(-c5ccccc5F)cc4)[C@@H]3C2)cc1 | / | -11 | -1 | -10 | -0.2 | 1 | / | 0.0
COc1ccc(CCNC(=O)c2cc(C(C)C)on2)cc1OC | -15 | 0 | 0 | -4 | / | 7 | 1 | 0.0
CCOC(=O)c1[nH]c(C)c(C(=O)N2CCN(c3ccc(OC)cc3)CC2)c1C | -4 | -4 | 3 | -20 | / | 14 | -2 | 0.1
CSCC[C@H](NC(=O)[C@@H]1Cc2ccccc2CN1)C(=O)NC1CCCCC1 | / | 1 | 1 | -19 | 0.4 | -7 | / | 0.0
O=C(c1ccccc1)C(O)C(c1ccccc1)N1CCOCC1 (stereo unspecified) | -7 | -2 | -4 | -10 | / | -5 | -2 | 0.0
O=C(O)c1cc([N+](=O)[O-])ccc1NCc1ccccc1Cl | 2 | 0 | 0 | -11 | 0.0 | 9 | 2 | 0.2
Cc1cccc(NC(=O)NNC(=O)COc2ccc3ccccc3c2)c1 | -19 | -2 | -3 | -9 | 0.6 | 1 | -1 | 0.0
COc1ccc(-n2cnc3scc(-c4ccc(OC)c(OC)c4)c3c2=O)cc1 | 0 | -4 | 2 | -6 | 0.4 | -1 | -7 | 0.4

Compounds from the list above that contain an aryl thioether with sulfur outside any ring (four):
SMILES | RAD54 branch | S100A4 inh HTS | ERp5 block | RAD52 inh | E-selectin induc | ERAP1 inh | esBAF inh | Xi reactivation
COc1ccc(CN2CCNC(=O)C2CC(=O)NCCSc2nccn2C)c(OC)c1 (stereo unspecified) | 0 | 0 | -1 | -21 | / | 0 | 0 | -0.1
CC(NC(=O)c1ccccc1)c1nnc(SCC(=O)NC2CCCC2)n1C (stereo unspecified) | -9 | 4 | 1 | -8 | 0.9 | 4 | 2 | 0.0
CCc1cc2cc3c(cc2nc1SCC(=O)Nc1nnc(C)s1)OCCO3 | 1 | -4 | 7 | -18 | / | -5 | -4 | /
CC(=O)c1c(CSc2ccccc2)oc2ccc(O)c(CN(C)C)c12 | -7 | -4 | -3 | 19 | / | 0 | 7 | -0.1
